bCat nuc transl: modulators of beta-catenin nuclear translocation; HeLa beta-catenin nuclear translocation, immunofluorescence imaging; nuclear translocation activity, % at 5 µM; AID 1665; hit rate 0.3% among 190,000;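 active = nuclear translocation activity above 50% at 5 µM, with a well cell count of 50 or more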;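 also: per-cell ratio of nuclear to cytoplasmic median beta-catenin stain intensity; plate controls were DMSO negative control for no effect and GSK-3 inhibitor IX positive control for full effect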
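Technique: fluorescence imaging of beta-catenin antibody stain plus DAPI / Material: human HeLa cell line / Incubation: compound treatment 24 h, 37°C, 5% CO2 / Read-out basis: % activation of per-cell nuclear versus cytoplasmic median beta-catenin signal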
CSM14.1 death rescue: protection against thapsigargin-triggered cell killing – 384-well, CSM14.1, ATP luminescence, primary screen (AID 1222). CSM14.1 thapsigargin-induced death rescue, ATP luminescence; higher % means a stronger effect. 190,000 tested, under 10 active. one-dose cellular ATP content (survival), % at 20 µM; EC50 in µM for titrated hits;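 active = EC50 below 50 µM in the dose-response confirmation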;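 also: death triggered by thapsigargin at about 15 µM added after 2 h compound pretreatment; cell ATP read after overnight thapsigargin exposure of roughly 18 to 22 hours; normalized against plate controls of thapsigargin alone and 5% DMSO vehicle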
WT yeast gro inh: growth inhibition of WT yeast, mitochondrial fusion screen. hit rate 2.1% among 190,000. inhibition, % at 10 µM. mitochondrial fusion phenotypic screen, WT strain. AID 1362; in the data active = inhibition above about 58%; tested in S. cerevisiae
Lipid droplet: modulators of hepatic lipid droplet formation; inhibition, % at 6.5 µM; hit rate 0.4% among 240,000; AML12 mouse hepatocytes, oleate lipid droplets, BODIPY imaging;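 active = lipid droplet intensity inhibited by at least 50%, with more than 500 cells counted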
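material = mouse AML12 hepatocyte cell line, fixed after treatment | also added = 100 µM oleic acid challenge | doses = compound at 6.5 µM only | schedule = overnight exposure | technique = Image-based BODIPY and DAPI two-channel analysis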
Dynein cargo inh: dynein cargo transport inhibition; 3617.4 mouse cells, GR-EGFP nuclear translocation imaging; test concentration mostly 20 µM; stimulated with dexamethasone, 1 µM; hits give low values; z-score, hits read low; hit rate 0.47% among 220,000; AID 1381;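 active = plate z-score of nuclear minus cytoplasmic receptor signal below a set negative limit, without overly bright fluorescence or cell loss, cut at about -3.5 in these data, passing the limit was not always enough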;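 also: z-score of nuclear minus cytoplasmic ring GR-EGFP intensity difference per well; some compounds called inactive have numbers as strong as hits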
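Medium: Induction medium lacking tetracycline, stripped serum | Probe or stimulus: 1.0 µM final dexamethasone stimulus | Schedule: 48 h induction, then 1 h compound, then 30 min agonist, 37 °C | Signal: Automated 10x imaging of fixed Hoechst-stained cells | Evaluation: Per-cell GR-EGFP intensity, nucleus versus surrounding cytoplasmic ring, well-averaged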
Insulin prom up: MIN6 insulin promoter up-regulation; MIN6 insulin promoter-GFP reporter, high-content imaging; hits give high values; z-score at 5 µM; hit rate 0.3% among 190,000;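 active = z-score above 3 at 5 µM with at least 500 cells counted in the well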
MT stabilize HCS: stabilizes microtubules in HeLa cells | HeLa tubulin immunostaining HCS, 24 h; share of cells brighter than vehicle mean+2SD | % tubulin-high responders, % at 10 µM | hit rate 0.83% among 200,000 | AID 2205;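 active = plate Z-score above 3 for both tubulin-high and condensed-nucleus cell shares, with cell loss under 80%, at 10 µM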;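 also: anti alpha tubulin signal scored within the nucleus-defined area of each cell; some results filed as inactive read as strong as hits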
XIAP antagonists: XIAP antagonists, biochemical, IAP family, fluorescence polarization (AID 1018); XIAP BIR domain, fluorescence polarization peptide displacement; higher % means a stronger effect; displacement, % at 20 µM; hits with a dose series show IC50 in µM; hit rate 0.007% among 200,000; in the data active = displacement above about 50%; also: a part of the inactive calls stands beside numbers as strong as those of hits
Autophagy HCS: modulators of autophagy; hit rate 0.98% among 190,000; MEF GFP-LC3 puncta imaging; test concentration mostly 10 µM; calls only at 10 µM (by protocol);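 active = percentage of spot-positive cells more than 3 SD above its plate mean, without a fluorescence outlier flag or 80% toxicity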;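 also: spot-positive cell cutoff set from DMSO-treated cells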
WT yeast gro inh mutant strain: recorded beside WT yeast gro inh, whose call it bears; inhibition, %; mitochondrial fusion phenotypic screen, mutant strain inhibition
Dynein cargo inh cytoplasmic EGFP: further read-out of Dynein cargo inh, marked with its call; z-score; measured here: cytoplasmic GR-EGFP intensity; hits give high values
Dynein cargo inh nuclear GR-EGFP: second read-out of Dynein cargo inh, no call of its own (marks repeat the call); z-score; measured here: nuclear GR-EGFP intensity;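 lower value marks the stronger effect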
Dynein cargo inh cell count: further read-out of Dynein cargo inh, marked with its call; z-score; measured here: cell count per field
Insulin prom up cell count: second read-out of Insulin prom up, no call of its own (marks repeat the call); cell count; measured here: cytotoxicity, nuclei count;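 total cells summed across four imaged fields per well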
Lipid droplet cells 6.5 µM: also measured in Lipid droplet; calls as there; cell count; measured here: cell count, cytotoxicity flag;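 cells counted across two imaged fields per well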
bCat nuc transl cell count 5 µM: recorded beside bCat nuc transl, whose call it bears; cell count; measured here: cell count, cytotoxicity flag
MT stabilize HCS Hoechst-high %: recorded beside MT stabilize HCS, whose call it bears; % Hoechst-high responders; measured here: nuclear condensation Hoechst responders;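 share of cells brighter than vehicle mean plus two SD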
MT stabilize HCS cytotoxicity %: further read-out of MT stabilize HCS, marked with its call; toxicity, %; measured here: cytotoxicity by cell density;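 0% = mean cell density of plate MIN control wells and 100% = no cells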
Autophagy HCS cell loss 18 h: recorded beside Autophagy HCS, whose call it bears; toxicity, %; measured here: cell loss, nuclei count;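 cell loss after 18 h compound exposure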
Active calls of the source: *; i = inactive; . = no result given; + = active, no number.

SMILES	bCat nuc transl	bCat nuc transl cell count 5 µM	CSM14.1 death rescue	WT yeast gro inh	WT yeast gro inh mutant strain	Lipid droplet	Lipid droplet cells 6.5 µM	Dynein cargo inh	Dynein cargo inh cytoplasmic EGFP	Dynein cargo inh nuclear GR-EGFP	Dynein cargo inh cell count	Insulin prom up	Insulin prom up cell count	MT stabilize HCS	MT stabilize HCS Hoechst-high %	MT stabilize HCS cytotoxicity %	XIAP antagonists	Autophagy HCS	Autophagy HCS cell loss 18 h
Cc1ccc(C(=O)Nc2ccc3c(c2)OCO3)o1	.	.	0.7%	16	13	15	752	-1	-0.2	-0.33	-0.87	0.74	1258	2.4	2.6	2.5	-2.0%	i	-7
COc1ccccc1OCC(=O)N(Cc1nc(-c2ccccc2)no1)C1CCCCC1	.	.	-0.4%	61*	18*	-20	755	-0.25	-0.29	0.46	-0.48	-1	1271	3.3	1.7	7.8	-1.7%	i	-2
CC(=O)c1ccc(NC(=O)Nc2ccc3c(c2)N(C)C(=O)CS3)cc1	.	.	-0.6%	-4	16	16	742	0.4	-0.25	0.078	-0.23	0.26	916	1.4	2.0	11	-6.8%	i	5
COC(=O)C1CCN(C(=O)COC(=O)c2ccc(OC)c(S(=O)(=O)N3CCCc4ccccc43)c2)CC1	0.8	1027	4.9%	-13	-19	-14	665	1.4	-0.2	1.2	-0.96	0.91	1250	3.0	1.6	15	0.7%	i	-29
Cc1cc(NC(=O)CSc2ncnc3sccc23)no1	-1.7	1068	.	-1	4	-9	714	-0.46	-0.33	-0.026	0.82	0.65	1226	2.9	2.5	4.4	-16%	i	6
CCC(=C(c1ccc(OC)cc1)c1ccc(OC)cc1)c1cn(CC(O)CN2CCN(C)CC2)c2ccccc12 (stereo not drawn)	22	920	-0.3%	80*	76*	8	785	0.78	0.024	0.36	0.13	-2.9	591	0.7	1.2	8.0	8.9%	+	-17*
O=C1CC(c2ccco2)CC(O)=C1C=NCCN1CCNCC1 (stereo not drawn)	.	.	-2.7%	-1	-3	5	719	-1.3	-0.23	-0.47	0.18	0.83	1296	1.5	1.5	2.1	-0.9%	i	-3
COc1ccc(CCN(C(=S)Nc2ccccc2)C2CC(=O)N(c3ccccc3)C2=O)cc1 (stereo not drawn)	0.4	1373	-1.3%	6	16	.	.	-0.48	-0.24	-0.64	0.16	-0.97	1615	2.6	1.2	8.3	-1.5%	i	1
Cc1occc1C(=O)NNC(=O)c1ccccc1Br	-0.6	474	0.9%	16	-5	-6	684	0.22	-0.23	-0.15	-0.51	0.03	1335	3.4	1.5	3.0	-4.5%	i	-1
Cn1c(NNC(=O)c2ccc(C(C)(C)C)cc2)cc(=O)n(C)c1=O	-3.2	1127	0.2%	0	12	13	671	1.6	-0.25	0.39	-0.32	0.09	1471	3.2	2.3	9.0	-20%	i	22
Cc1cccc(-n2nc3c(c2NC(=O)c2ccc(Br)o2)CSC3)c1	0.4	1048	2.2%	8	2	-1	805	0.19	0.035	0.49	-0.56	1.1	846	0.6	0.7	4.4	-7.1%	i	4
Cc1cc(C)c(OCCCCCNCCO)c(C)c1	-3.5	1152	-3.6%	-1	-2	-6	730	1.1	0.85	0.58	0.47	0.44	926	1.0	2.6	25	-8.8%	i	-9
CCN(CC)CC(=O)Nn1c(C)nc2c(ncn2-c2ccccc2)c1=O	0.4	1331	.	.	.	-4	720	0.33	-0.24	-0.088	0.36	-0.08	1170	.	.	.	.	.	.
CCN(C(=O)CSc1nncn1-c1ccccc1)c1c(N)n(Cc2ccccc2)c(=O)[nH]c1=O	0.7	938	-2.7%	-3	-4	5	672	0.26	-0.27	0.21	0.12	0.16	1406	1.8	3.1	7.2	-2.9%	i	-2
Cc1ccc(S(=O)(=O)c2c(COC(=O)c3ccc(Cl)cc3)c(-c3ccccc3)nn2C)cc1	.	.	-0.1%	-4	-11	6	782	-0.87	0.24	-0.57	0.65	-0.7	929	2.7	0.9	11	-0.6%	i	1

Quoted at random: 3 entries already listed
SMILES	bCat nuc transl	bCat nuc transl cell count 5 µM	CSM14.1 death rescue	WT yeast gro inh	WT yeast gro inh mutant strain	Lipid droplet	Lipid droplet cells 6.5 µM	Dynein cargo inh	Dynein cargo inh cytoplasmic EGFP	Dynein cargo inh nuclear GR-EGFP	Dynein cargo inh cell count	Insulin prom up	Insulin prom up cell count	MT stabilize HCS	MT stabilize HCS Hoechst-high %	MT stabilize HCS cytotoxicity %	XIAP antagonists	Autophagy HCS	Autophagy HCS cell loss 18 h
Cc1cc(C)c(OCCCCCNCCO)c(C)c1	-3.5	1152	-3.6%	-1	-2	-6	730	1.1	0.85	0.58	0.47	0.44	926	1.0	2.6	25	-8.8%	i	-9
COC(=O)C1CCN(C(=O)COC(=O)c2ccc(OC)c(S(=O)(=O)N3CCCc4ccccc43)c2)CC1	0.8	1027	4.9%	-13	-19	-14	665	1.4	-0.2	1.2	-0.96	0.91	1250	3.0	1.6	15	0.7%	i	-29
CCN(C(=O)CSc1nncn1-c1ccccc1)c1c(N)n(Cc2ccccc2)c(=O)[nH]c1=O	0.7	938	-2.7%	-3	-4	5	672	0.26	-0.27	0.21	0.12	0.16	1406	1.8	3.1	7.2	-2.9%	i	-2

Next compounds follow.
SMILES	bCat nuc transl	bCat nuc transl cell count 5 µM	CSM14.1 death rescue	WT yeast gro inh	WT yeast gro inh mutant strain	Lipid droplet	Lipid droplet cells 6.5 µM	Dynein cargo inh	Dynein cargo inh cytoplasmic EGFP	Dynein cargo inh nuclear GR-EGFP	Dynein cargo inh cell count	Insulin prom up	Insulin prom up cell count	MT stabilize HCS	MT stabilize HCS Hoechst-high %	MT stabilize HCS cytotoxicity %	XIAP antagonists	Autophagy HCS	Autophagy HCS cell loss 18 h
O=[N+]([O-])c1nn(-c2ccccc2)[n+]([O-])c1N1CCN(c2ccccc2F)CC1	-0.4	608	-1.9%	-10	16	-2	730	-0.6	-0.054	-0.17	0.67	.	.	4.2	1.5	9.2	7.8%	i	25
O=C1CC(Cc2ccccc2)C(=O)N1c1ccc(Cl)cn1 (stereo not drawn)	-5.9	963	-3.3%	-11	5	.	.	-0.91	-0.14	-0.13	0.4	0.71	1568	3.5	2.5	8.3	-3.8%	i	-1
O=C(NC1CCCC1)C1CCC(=O)N1C1CCCC1 (stereo not drawn)	-1.7	1412	-0.8%	12	15	.	.	-0.88	1.5	-0.092	1.8	-0.15	1491	1.9	1.1	14	-8.5%	i	14
COc1ccc(OC)c(NC(=O)c2ccc(NS(C)(=O)=O)cc2)c1	-1.5	1267	-0.6%	-4	10	1	740	-1.1	-0.15	-0.33	0.37	.	.	2.4	0.8	7.5	-6.1%	i	-10
COc1ccc(CCNC(=O)C2CCCN(Cc3nc(-c4ccccc4C)oc3C)C2)cc1OC (stereo not drawn)	.	.	0.8%	1	-1	.	.	0.82	0.23	0.77	0.32	.	.	14	1.2	8.9	-2.9%	i	-2
Cc1ccc(NC(=O)C2=C(O)CCn3c2nc2ccccc23)cc1	0.3	1109	-2.1%	3	17	14	770	-0.43	-0.27	-0.44	1.1	0.41	799	3.2	2.7	5.7	-5.5%	i	-36
CCC(C)(C)NC(=O)C(c1ccccc1)N(C(=O)c1csnn1)C1CC1 (stereo not drawn)	-2.3	1103	-2.4%	-3	-6	0	757	-0.85	0.0051	-0.18	0.16	0.6	1045	2.0	2.1	9.9	-3.4%	i	-2
O=C1c2ccccc2C(=O)c2c(Nc3ccc(CCO)cc3)ccc(O)c21	-0.7	1205	.	.	.	113*	835*	-0.3	-0.27	-0.18	0.28	-0.4	1483	.	.	.	.	.	.
O=C(NNc1ccc(C2CCCCC2)cc1)C(O)(c1ccccc1)c1cccs1 (stereo not drawn)	0.4	1491	1.6%	89*	84*	.	.	-0.9	-0.13	-0.63	1	-0.68	1687	2.3	1.7	9.9	-4.8%	i	2
S=C(Nc1ccccc1Oc1ccccc1)NC1CCCC1	-0.8	888	-0.8%	68*	55*	-22	629	1.2	-0.26	1.5	-2.3	0.66	1658	4.8	1.9	10	5.3%	i	20
O=C(CCCCCN1C(=O)c2ccccc2C1=O)Nc1ccccc1	.	.	-0.2%	-12	-7	15	736	-0.13	0.056	-0.2	0.27	-0.68	886	1.8	1.3	1.6	-3.0%	i	-6
CN(C)CC(=O)Nc1ccc(S(N)(=O)=O)cc1	.	.	1.8%	-9	8	3	714	2.7	-0.28	2.2	-1	-0.83	906	3.8	1.9	6.5	-5.7%	i	4
Cn1cc(Cl)c(-c2n[nH]c(=S)n2-c2ccccc2)n1	.	.	-2.4%	-28	10	1	685	-0.66	-0.33	-0.62	0.87	0.2	1318	3.3	3.7	2.5	-5.8%	i	-11
O=C(Cc1ccc(Cl)cc1)Nc1nc2ccccc2[nH]1	-1.7	1156	-0.2%	5	-22	1	787	-0.2	-0.23	0.52	1.4	.	.	0.9	1.9	3.1	-7.2%	i	-7
COc1cccc(C(=O)CSc2nnc(-c3cccs3)o2)c1	-0.5	1069	-0.6%	-1	-24	2	752	-0.75	-0.21	-0.59	0.6	0.66	1082	2.0	1.4	3.3	-6.6%	i	-22
Cc1nnc(NC(=O)CSc2nc3ccccc3o2)s1	-0.7	1094	-1.1%	8	7	-6	688	-0.94	-0.22	-0.44	0.66	.	.	3.7	2.4	8.5	-1.6%	i	-5
CCCCn1c(=O)c(F)cn(Cc2ccc(OC)c([N+](=O)[O-])c2)c1=O	-1.1	1003	-0.7%	7	0	-7	586	0.023	-0.18	0.047	-0.35	-0.67	2247	8.4	1.5	5.8	0.4%	i	-3
O=C1NC(=O)/C(=C\c2ccc(O)cc2O)S1	2.7	1053	1.1%	-9	-5	1	694	0.35	-0.12	0.61	-0.89	-0.12	1602	3.1	4.3	9.8	-1.3%	i	3
